hcDAF-12 act = activators of H. contortus DAF-12 nuclear receptor | HEK293 hcDAF-12 lit1-tk-luc reporter, luminescence; 0% DMSO, 100% Δ7-dafachronic acid | activation, % at 6.8 µM | AID 652067 | 370,000 tested, 1.4% active;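 active = activation above the mean of all tested compounds plus 3 SD, cut at about 5.5% in these data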;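 note: 100% = response to 3 µM Δ7-dafachronic acid high control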
GAA850 FXN act = activators of GAA850 frataxin (FXN) promoter; activation, % at 6 µM; 360,000 tested, 0.56% active; HEK293 lucGAA850 FXN promoter luciferase reporter, 24 h; percent of 10 µM SAHA response;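 active = activation above the average of all compounds screened plus 3 SD, cutoff fixed separately per campaign, cut at about 7.5% in these data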;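 note: 0% = DMSO wells and 100% = 10 µM SAHA wells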
DAX1 inh-1 = inhibitors of DAX1 repression of SF-1 activated StAR promoter | HEK293T StAR-luciferase reporter, SF-1/DAX-1 repression relief | inhibition, % at 6.8 µM | 370,000 tested, 1.1% active | AID 652010;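 active = inhibition above the mean over all tested compounds plus 3 SD, cut at about 3.6% in these data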;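 note: 0% = DAX-1 cells with DMSO and 100% = cells lacking DAX-1 with DMSO; higher inhibition means more luminescence from relief of DAX-1 repression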
ssDAF12 agonist = activators of S. stercoralis DAF-12 nuclear receptor | 370,000 tested, 1% active | activation, % at 6.8 µM | HEK293 ssDAF-12/GRIP1 lit1-tk-luc reporter, luminescence; % of 3 µM dafachronic acid response | AID 652126;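 active = activation above the mean over all tested compounds plus 3 SD, cut at about 0.9% in these data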;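 note: 0% = DMSO-only wells and 100% = 3 µM delta7-dafachronic acid wells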
hgDAF12 agonist = hgDAF-12 agonism, primary luciferase screen | activation, % at 6.8 µM | 370,000 tested, 1.8% active | AID 687014 | HEK293 GAL4-hgDAF12 UAS-luciferase reporter, agonist luminescence; normalized to butyrate control;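 active = activation above a cutoff set at the mean of all screened compounds plus 3 SD, cut at about 10% in these data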;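 note: 0% = DMSO wells and 100% = sodium butyrate wells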
DAX1 inh-2 = inhibitors of human orphan nuclear receptor DAX1 (NR0B1); AID 504766; inhibition, % at 6.75 µM; P51843; 340,000 tested, 0.99% active; HEK293 Gal4-DAX1 luciferase reporter, luminescence;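 active = inhibition above the mean over all tested compounds plus 3 SD, cut at about 4.2% in these data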;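 note: 0% = DAX1-transfected cells with DMSO and 100% = empty-vector control cells with DMSO; inhibition shows as a rise in luminescence from relieved DAX1 repression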
Target sequence (P51843 207-470 limits assumed): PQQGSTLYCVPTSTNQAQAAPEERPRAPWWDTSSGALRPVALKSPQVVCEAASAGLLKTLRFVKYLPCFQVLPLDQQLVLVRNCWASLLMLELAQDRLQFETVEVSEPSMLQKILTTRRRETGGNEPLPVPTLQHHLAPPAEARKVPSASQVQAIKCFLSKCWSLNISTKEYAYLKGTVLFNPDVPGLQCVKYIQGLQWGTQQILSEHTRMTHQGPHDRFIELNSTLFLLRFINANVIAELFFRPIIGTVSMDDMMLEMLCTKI
SMARCA2 activ = activators of SMARCA2 function; MG213 cells, MMTV-luciferase reporter, dexamethasone, overnight; 370,000 tested, 1% active; activation, % at 9.1 µM; in the data active = activation above about 7.8%;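 note: 0% = vehicle wells and 100% = reference activator wells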
sPLA2-III inh = Inhibits HGIII-sPLA2 liposome hydrolysis, primary screen; QFRET BODIPY PC-A2 liposome hydrolysis, fluorescence; Q9NZ20; AID 743126; 370,000 tested, 0.56% active; inhibition, % at 12.2 µM;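 active = inhibition above mean plus 3 SD of compounds lying within the high and low control bounds, cut at about 19% in these data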;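 note: 0% = median of test compound wells and 100% = no enzyme DMSO wells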
Target sequence (Q9NZ20 whole entry, looked up): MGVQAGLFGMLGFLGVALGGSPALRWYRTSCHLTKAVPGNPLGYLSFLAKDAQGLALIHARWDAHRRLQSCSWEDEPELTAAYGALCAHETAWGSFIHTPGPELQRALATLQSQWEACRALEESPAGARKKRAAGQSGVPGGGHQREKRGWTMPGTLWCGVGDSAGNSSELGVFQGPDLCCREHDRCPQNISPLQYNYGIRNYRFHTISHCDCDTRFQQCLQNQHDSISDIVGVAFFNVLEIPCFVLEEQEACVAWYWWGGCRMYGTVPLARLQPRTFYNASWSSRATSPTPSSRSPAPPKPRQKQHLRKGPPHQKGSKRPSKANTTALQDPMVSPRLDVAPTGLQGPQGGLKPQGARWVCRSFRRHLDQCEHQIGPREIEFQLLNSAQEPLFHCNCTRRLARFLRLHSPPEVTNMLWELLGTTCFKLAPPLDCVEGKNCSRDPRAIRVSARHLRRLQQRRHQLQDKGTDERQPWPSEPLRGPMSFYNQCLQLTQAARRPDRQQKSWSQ
NR1D1 modulator = modulators of human Rev-erb alpha DNA binding; P20393; Rev-erbα–FITC-DNA binding, fluorescence polarization, 90 min; activity, % at 10 µM; 370,000 tested, 0.79% active; AID 1259318;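 active = activity above about 14%, limit read from the data; passing the limit was not always enough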;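 note: 0% = DMSO wells with 35 nM protein and 100% = DMSO wells with 750 nM protein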
PG9 binder = binds the HIV-1 gp120 antibody PG9. inhibition, % at 6.7 µM. AID 624416. TR-FRET gp120-PG9 antibody binding. 360,000 tested, 0.43% active; in the data active = inhibition above about 8.5%
PLC-beta3 inh = PLC-beta3 (human) inhibition, primary screen; Purified PLC-beta3, fluorogenic substrate, fluorescence; inhibition, % at 12.2 µM; Q01970; 370,000 tested, 0.18% active; in the data active = inhibition above about 11%;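 note: 0% = median of compound wells on plate and 100% = full blocker control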
* marks the source's active call; other numbers are inactive results; i = inactive; · = no result given; & = joins results of further samples. Not all compounds are listed, so the mix of outcomes need not match the whole.

SMILES	hcDAF-12 act	GAA850 FXN act	DAX1 inh-1	ssDAF12 agonist	hgDAF12 agonist	DAX1 inh-2	SMARCA2 activ	sPLA2-III inh	NR1D1 modulator	PG9 binder	PLC-beta3 inh
COc1ccc(OC(=O)N(C)C[C@H]2OCc3cnnn3CCCC(=O)N([C@@H](C)CO)C[C@@H]2C)cc1	-1.5	·	0.4	-0.4	0.9	·	2.5	6.5	1.4	0.3	0.5
O=C(Cc1ccccc1)Oc1ccc([N+](=O)[O-])cc1	-0.7	-1.5	0.3	-1.2	1.2	-1.7	-1.9	3.2	2.5	0.5	1.1
C=CCNC(=S)N1Cc2ccccc2-n2nncc2C1	1.0	1.5	0.2	-0.5	8.4	3.1	-3.7	4.8	-2.2	-0.2	0.9
COC(=O)C1=C(c2cccc(OCc3ccccc3)c2)C[C@@H]2CC[C@H]1N2C(=O)NCc1ccccc1OC	-3.1	-3.7	-1.4	-1.7	-2.5	-1.5	0.5	-8.3	-0.1	0.1	1.9
CC(C)c1ccc(-n2c(O)c(C=NCCN3CCNCC3)c(=O)[nH]c2=S)cc1	-1.0	-1.1	-0.1	-1.0	0.9	-1.6	1.0	7.8	-3.0	-1.2	-4.5
O=c1c2ccccc2nc(-c2ccccc2)n1-c1ccccc1O	-0.2	-0.2	-0.3	-1.1	0.4	0.7	-2.5	-5.6	-3.0	1.2	-10.8
COc1cccc(N2C(=O)NC(=O)/C(=C/c3ccc([N+](=O)[O-])s3)C2=O)c1	-1.6	-1.4	-0.6	-0.9	-0.6	-2.7	2.1	-10.9	-1.3	-2.0	-18.8
CCc1ccc(N2C(=O)NC(=O)/C(=C/c3cccn3CCOc3ccc(C)cc3)C2=O)cc1	0.9	2.7	-0.2	-0.5	3.2	1.8	-3.2	4.5	-0.2	-0.2	-6.5
CCN(CC)c1ccccc1	0.3	-0.8	0.7	-1.7	1.1	0.7	-5.8	9.0	2.8	-2.8	6.4
Cc1ccc(S(=O)(=O)Oc2ccccc2C=C2C(=O)NC(=O)NC2=O)cc1	-1.1	0.8	-1.2	-1.4	0.3	0.4	0.8	3.7	10.2	-1.8	-5.1
O=C(c1ccccc1)C1NC1c1ccccc1 (configuration not stated)	1.4	2.2	0.5	-0.5	3.3	1.5	-0.3	1.2	0.0	-0.8	-9.5
Cc1oc(-c2ccc(Cl)cc2)nc1CS(=O)CC(=O)N1CCC2(CC1)OCCO2 (configuration not stated)	-1.1	-1.3	-0.1	-1.4	-0.7	-0.5	-1.4	-2.8	-1.2	-0.8	-0.3
N#Cc1cn(C2OC(CO)C(O)C2O)c2ncnc(N)c12 (configuration not stated)	-3.6	14.0*	-14.7	-2.3	7.2	-3.0	8.5*	-3.0	-4.8	-2.4	6.4
CCCCCn1c(=O)c(C(=O)Nc2nc(CC(=O)OCC)cs2)c(O)c2ccccc21	-0.2	-0.4	0.7	-1.2	2.6	-1.0	-2.5	-3.2	2.4	-0.5	-1.1
COc1ccc(-c2nc3ccc(C(=O)N4CCC5(CC4)OCCO5)cc3nc2-c2ccc(OC)cc2)cc1	-1.9	4.2	-0.8	-1.6	-0.5	-0.3	-0.9	-12.1	-8.1	-0.5	i
Cc1nn(Cc2ccccc2)c(C)c1C(=O)OCC(=O)Nc1cccc(S(N)(=O)=O)c1	-1.1	1.7	1.1	-0.9	-0.8	0.5	-2.3	-7.9	2.4	0.3	-8.1
C[C@]12CC[C@H](O)CC1=CC[C@@H]1[C@@H]2CC[C@]2(C)C(=O)CC[C@@H]12	-1.7	1.8	-0.7	-0.7	-0.7	-0.2	-6.5	2.6	-1.6	0.0	-3.7
CCC(C)NC(=O)CN1C(=O)CN=C(c2ccccc2)c2ccccc21 (configuration not stated)	-1.3	-1.8	0.2	-1.6	-4.6	-1.6	-1.7	6.8	1.9	-0.8	-0.8
O=C1NC(=O)C(Cc2ccccc2)(Cc2ccccc2)C(=O)N1	-2.5	-0.5	-2.8	-1.0	-4.7	0.8	-3.7	5.3	-3.6	0.6	-1.8
c1ccc2c(N3CCNCC3)cccc2c1	2.8	0.2	-0.3	-0.9	2.3	-0.7	-1.6	3.4	6.2	0.3	-5.6
O=P1(NCCCl)OCCCN1CCCl (configuration not stated)	-2.6	0.1	0.5	-1.2	-1.6	-0.2	6.6	-3.5	-1.9&7.2	-1.9	-0.9
CCCCn1c(=O)c(C=Nc2cccnc2Cl)c(O)n(CCCCl)c1=O	3.0	2.2	-0.8	-0.2	-0.3	0.5	-2.5	12.7	6.9	-2.2	-1.4
Oc1ccc2c3c1OC1c4oc5ccccc5c4C[C@@]4(O)[C@@H](C2)N(CC2CC2)CC[C@]314 (some centres not stated)	-1.4	0.3	1.3	-0.3	2.8	0.6	6.8	-52.2	6.4	-1.5	0.5
CCC(=O)c1cn(Cc2ccccc2)c2ccccc12	-0.5	-0.5	0.0	-2.1	0.1	1.4	-2.9	0.7	1.2	0.3	-8.0
COc1cccc(-n2c(=S)[nH]c3ccccc3c2=O)c1	2.9	0.4	-0.5	-1.7	-0.5	-0.9	-2.5	4.5	-1.2	-2.5	1.5

Individual results from the list.
Value for COc1ccc(OC(=O)N(C)C[C@H]2OCc3cnnn3CCCC(=O)N([C@@H](C)CO)C[C@@H]2C)cc1 in DAX1 inh-1: 0.4
Value for Cc1oc(-c2ccc(Cl)cc2)nc1CS(=O)CC(=O)N1CCC2(CC1)OCCO2 (configuration not stated) in hcDAF-12 act: -1.1

The listing continues.
SMILES	hcDAF-12 act	GAA850 FXN act	DAX1 inh-1	ssDAF12 agonist	hgDAF12 agonist	DAX1 inh-2	SMARCA2 activ	sPLA2-III inh	NR1D1 modulator	PG9 binder	PLC-beta3 inh
Cn1ncc(Cl)c1C(=O)N1CCC2(CC1)OCCO2	-0.4	0.0	0.5	-0.7	-1.2	0.1	-2.7	7.2	1.1	0.8	0.3
Nc1ccc2cc(Br)ccc2c1	-0.3	2.7	0.1	-0.6	2.7	-0.4	-1.3	6.1	8.3	-0.1	-8.8
CC12CN3CC(C)(CN(C1)C3c1ccco1)C2=O (configuration not stated)	0.7	0.0	0.3	-1.2	1.9	0.0	-1.4	-6.3	2.9	-1.6	1.6
Cn1c(O)c(C=Nc2ccc(Br)cc2)c(=O)n(C)c1=O	-0.1	2.9	-0.1	-1.7	-0.7	1.0	-2.9	-1.1	-4.7	1.5	0.1
O=c1[nH]c(=S)n(C2CC2)c(O)c1C=Nc1cccc(C(F)(F)F)c1	-1.8	-1.3	0.3	-1.2	0.6	-0.4	-0.4	18.3	4.0	1.6	-3.5
CC(N)Cc1c[nH]c2ccc(O)cc12 (configuration not stated)	0.5	0.1	0.4	-0.8	5.2	-0.6	1.6	-2.4	3.9	-0.3	3.3
CC(=O)Nc1ccc(S(=O)(=O)N2Cc3ccccc3-n3nncc3C2)cc1	2.3	0.0	-2.3	-1.6	-3.9	0.4	-0.6	1.5	-1.3	-2.8	-2.5
CC12CCC3C(CC=C4CC(O)CCC43C)C1CC(=CN1CCOCC1)C2=O (configuration not stated)	0.3	1.6	1.8	-1.4	0.4	0.1	-4.3	0.5	4.0	-0.1	3.1
O=C1NC(=O)C(Nc2ccc(Cl)c(Cl)c2)C(=O)N1	0.2	-0.1	1.1	-1.2	-2.8	1.2	-6.9	13.2	-1.9	1.9	-5.7
CCC(=O)O[C@H]1CC[C@H]2[C@@H]3CCC4=CC(=O)CC[C@]4(C)[C@H]3CC[C@]12C	-1.8	-1.1	0.1	-0.9	-1.1	1.0	-4.9	6.2	3.3	-0.2	-1.0
C(=NC12CN3CN(CN(C3)C1)C2)c1cccs1	-1.1	-1.1	-0.5	-0.8	1.5	0.4	-0.3	11.5	12.3	0.5	-0.6
COC(=O)C1=C(c2ccccc2)C[C@@H]2CC[C@H]1N2C(=O)N1CCOCC1	-2.1	-0.3	-0.2	-1.4	-0.3	0.2	-0.6	-5.5	-2.7	1.3	-2.5
CC1CCC[C@H](O)CCCCCc2cc(O)cc(O)c2C(=O)O1 (some centres not stated)	-2.8	-2.6	-0.9	-1.6	-1.0	-0.7	-5.0	-0.6	-5.9	1.0	-7.1
N#CCC(=O)NN1Cc2ccccc2C1=N	-0.2	0.8	-0.1	-1.4	-2.5	-0.6	2.1	1.1	-6.0	-1.9	-2.8
O=C(Nc1ccccc1)c1c(O)c2c(n(Cc3ccco3)c1=O)CCCC2	5.5	2.1	-0.5	0.0	1.7	4.3*	-3.3	1.1	11.2	-1.8	2.2
Cc1nc2ccc(Br)cc2c(=O)n1-c1ccc([N+](=O)[O-])c(C(F)(F)F)c1	-4.1	-1.1	-2.0	-2.6	-5.5	-4.1	-3.9	-6.2	-2.3	-1.6	-40.4
CCCCCSc1cc(OC)c(CCN(C)C)cc1OC	0.1	-0.3	-0.9	-1.0	2.6	0.2	1.0	-7.6	-3.3	-2.8	0.0
C1CN(P2(N3CC3)=NP(N3CC3)(N3CC3)=NP(N3CC3)(N3CC3)=N2)CCO1 (configuration not stated)	0.8	0.0	0.4	-1.2	0.1	0.0	-4.8	0.6	2.3	-1.3	-1.9
Cc1cccc(OP(N)(N)=O)c1C	-1.7	0.5	0.6	-1.3	3.1	-0.2	-3.2	-1.1	-4.3	1.7	1.4
COc1ccccc1N1CCN(Cc2ccc(F)cc2)CC1	-0.9	-0.9	-0.1	-1.1	0.4	-0.2	-2.6	3.3	0.3	1.6	-2.5
COc1cc(O)cc2c1C(=O)OC(C)CCCC(=O)CCC/C=C\2 (configuration not stated)	-2.1	-2.0	-0.1	-1.1	-2.7	0.3	0.8	-29.0	5.5	-0.4	-12.5
Cc1cccc(N2C(=O)CC(=O)NC2=O)c1	0.7	-1.1	0.3	-0.4	0.6	0.9	-0.1	-5.8	-0.4	-0.3	-6.6
O=C(CF)N(O)c1ccc(C=Cc2ccccc2)cc1	0.1	-13.3	-3.6	-1.2	3.8	-1.2	-1.2	-31.2	-5.0	0.9	-24.6
CC(O)(CS(=O)(=O)c1ccccc1)C(=O)Nc1cccc(C(F)(F)F)c1 (configuration not stated)	-1.4	0.9	-1.3	-1.6	-0.8	-0.1	1.6	-5.7	4.2	-0.9	-1.2
CSc1ccc(CNC2CN3CCC2CC3)cc1 (configuration not stated)	1.1	0.5	0.8	-1.7	-2.1	0.2	-0.5	2.6	0.3	2.0	1.5
Cc1ccc(S(=O)(=O)Oc2ccccc2C=C2C(=O)N(C)C(=O)N(C)C2=O)cc1	-1.6	0.1	-1.0	-1.0	-0.7	-0.8	-0.5	2.3	-2.3	-2.0	-1.8
CCOC(=O)c1cccc(C2=C(CNC(=O)c3ocnc3C)[C@H]3CC[C@@H](C2)N3Cc2ccccc2)c1	-0.3	-3.5	0.8	-1.1	6.1	1.1	-1.8	0.6	-2.4	-2.6	0.7
CCC(C)N=Cc1c(O)n(-c2ccccc2)c(=O)[nH]c1=O (configuration not stated)	-0.3	0.4	0.3	-1.3	-1.2	0.5	1.2	2.5	2.0	-0.5	3.2
